Compound activity as filed in PubChem BioAssay.
IDE act: boosts human insulin-degrading enzyme activity in HEK cells; 340,000 tested, 0.073% active; FAbeta-B cleavage, fluorescence polarization; 0% vehicle, 100% cell-free pure enzyme wells; P14735; AID 493087; activation, % at 5.96 µM;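 active = activation above the mean of all tested compounds plus 3 SD, set per screening campaign, cut at about 17% in these data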
Target sequence (P14735 whole entry, looked up): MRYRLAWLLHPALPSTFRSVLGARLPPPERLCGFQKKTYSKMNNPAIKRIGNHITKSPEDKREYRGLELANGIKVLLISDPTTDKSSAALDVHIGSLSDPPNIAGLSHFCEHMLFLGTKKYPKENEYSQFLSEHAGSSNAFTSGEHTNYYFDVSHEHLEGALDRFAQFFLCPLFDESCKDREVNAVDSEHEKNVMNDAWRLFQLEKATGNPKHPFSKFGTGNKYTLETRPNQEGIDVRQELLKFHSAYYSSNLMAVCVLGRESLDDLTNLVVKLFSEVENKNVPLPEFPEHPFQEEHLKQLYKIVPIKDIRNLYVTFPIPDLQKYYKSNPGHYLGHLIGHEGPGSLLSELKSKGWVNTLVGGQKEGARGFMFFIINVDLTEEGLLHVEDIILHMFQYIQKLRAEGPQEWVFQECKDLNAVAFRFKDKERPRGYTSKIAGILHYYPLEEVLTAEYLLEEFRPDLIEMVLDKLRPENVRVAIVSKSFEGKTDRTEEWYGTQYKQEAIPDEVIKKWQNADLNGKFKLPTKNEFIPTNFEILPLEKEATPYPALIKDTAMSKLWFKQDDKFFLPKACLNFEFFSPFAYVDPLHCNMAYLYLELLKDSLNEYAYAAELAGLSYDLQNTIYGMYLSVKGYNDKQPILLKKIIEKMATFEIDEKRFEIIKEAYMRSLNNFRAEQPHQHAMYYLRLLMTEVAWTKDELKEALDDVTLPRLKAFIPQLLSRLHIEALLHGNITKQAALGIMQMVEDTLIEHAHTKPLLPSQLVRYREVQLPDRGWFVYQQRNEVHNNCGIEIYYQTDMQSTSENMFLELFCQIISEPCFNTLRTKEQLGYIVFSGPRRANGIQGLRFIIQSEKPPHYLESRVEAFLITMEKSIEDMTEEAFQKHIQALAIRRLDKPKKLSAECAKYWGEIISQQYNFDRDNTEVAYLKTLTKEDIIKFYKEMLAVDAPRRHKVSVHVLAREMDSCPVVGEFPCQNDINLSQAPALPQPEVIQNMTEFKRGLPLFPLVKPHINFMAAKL
Numbers without * were called inactive; & = joins results of further samples.

Structure,IDE act
COc1ccc(C2/C=C\CC(NC(=O)OCC3c4ccccc4-c4ccccc43)CC(=O)N2Cc2ccccc2F)cc1 (stereo not drawn),2
CC(C)(C)OC(=O)N(Cc1ccccc1)Cc1ccccc1OCc1cccc(NC(=O)C2CCC2)c1,4
Cc1ccccc1N1CCN(c2ccccc2NC(=O)/C=C\C(=O)O)CC1,-2
CC(C)[C@@H](CO)NS(=O)(=O)c1ccc(Br)cc1F,4
Cc1ccc2c(Cl)c(Cc3ccccc3)c(=S)[nH]c2n1,-23
CN(C(=O)c1cccc(NC(=O)Cc2ccc(NC(=O)C3CCN(C(=O)C4CC4)CC3)cc2)c1)C1CCCC1,3
CC(O)C1CCC2C3CCC4CC(O)CCC4(C)C3C(=O)CC12C (stereo not drawn),0
CC(NC(=O)CN1C(=O)NC2(CCCCC2)C1=O)c1ccc(S(N)(=O)=O)cc1 (stereo not drawn),-2
O=C1N[C@@H](c2ccccc2)COC(=O)[C@H](Cc2ccc(F)cc2)C/C=C\C[C@H]1CC(=O)N(CCO)Cc1ccccc1,0
C=CCCC1CN(CCCC)S(=O)(=O)c2c(F)cccc2O1 (stereo not drawn),-1
O=C(c1ccccc1)C(O)(CN1CCCCC1)c1ccccc1 (stereo not drawn),3
O=[N+]([O-])c1cccc(C=NNc2ccccc2)c1,5
COc1ccc(Cc2ccccc2C(=O)O)cc1,3
O=C(O)C(SC(C(=O)O)c1ccccc1)c1ccccc1 (stereo not drawn),0
Cc1cccc(OCC(=O)NCC(c2ccco2)N2CCCC2)c1 (stereo not drawn),5
Cc1c(CCCl)c(Cl)n2c(nc3ccccc32)c1C#N,4
Nc1ccc2c(c1)Cc1cc(N)c(Br)cc1-2,5
Cc1ccc(S(=O)(=O)N(CC(=O)Nc2ccc(C)c(Cl)c2)C(=O)N2CCN(C)CC2)cc1,-1
CC(C)(O)CN(C(=O)c1ccc([N+](=O)[O-])cc1)C1CCCC1,3
CN(C)c1ccc(C=NNC(=S)Nc2ccc(F)cc2)cc1,3
CCCCn1c(N)c(N(CC(C)C)C(=O)c2ccc(OC)c(S(=O)(=O)N3CCOCC3)c2)c(=O)[nH]c1=O,1
CC12CCC(C)(O1)C1C(=O)N(c3nccs3)C(=O)C12 (stereo not drawn),6
O=C(c1ccc2c(c1)OCO2)N1CCN(CCN2C(=O)c3cccc4cccc(c34)C2=O)CC1,9
O=C(NN=Cc1ccccc1)C(Oc1ccccc1)c1ccccc1 (stereo not drawn),1
O=C1C=CC(=O)N1Cc1cccnc1,2
CCOCc1c(C(=O)N2CCN(CCOc3ccc(Cl)cc3)CC2)oc2ccccc12,5
COc1ccc(-c2ccc3c(c2)C2CC3CCN2)cc1 (stereo not drawn),1
Cc1cc(C)c(NC(=O)CSCc2c(C)noc2C)c(Cl)c1,5
CCN(c1ccccc1)S(=O)(=O)c1ccc(OC)c(NC(=O)c2cc(Cl)ccn2)c1,-2
CN(C(=O)c1cccc(NC(=O)Cc2cccc(NC(=O)C3CCCN(C(=O)C4CC4)C3)c2)c1)C1CCC1 (stereo not drawn),5

Entries from the list above with a nitro group on carbon:
Structure,IDE act
O=[N+]([O-])c1cccc(C=NNc2ccccc2)c1,5
CC(C)(O)CN(C(=O)c1ccc([N+](=O)[O-])cc1)C1CCCC1,3

Further structures follow:
Structure,IDE act
CC[C@]12c3[nH]c4cc(CCC(=O)N(C)C)ccc4c3CCN1C(=O)[C@@H](CC(=O)NC(C)(C)C)C[C@@H]2C(=O)N1CCN(C(=O)c2ccco2)CC1,2
O=C1NCC(Nc2ccc(Br)cc2)C(=O)N1 (stereo not drawn),3
O=S(=O)(c1cc(Cl)cc(Cl)c1)N1CCC2CC1c1cc(Cl)ccc12 (stereo not drawn),2
CCOC(=O)C1=C(C)N(C[C@@H]2CC[C@@H](Cc3ccc(-c4ccccc4)cc3)O2)C(=O)NC1c1cccc2ccccc12 (stereo partly drawn),3
Cc1occc1-c1nnc(SC(C)C(=O)Nc2ccccc2F)o1 (stereo not drawn),-1
Cc1ccc(S(=O)(=O)N2CCCCC2)cc1NC(=O)CCCOc1ccccc1,-6
CC(=O)Nc1cccc2ccc(O)cc12,0
Cc1c(NS(=O)(=O)c2cc(C(=O)Nc3ccc(F)cc3Cl)ccc2Cl)c(=O)n(-c2ccccc2)n1C,5
Cc1cc(C)c2c3c(c(-c4ccccc4)n2n1)c(=O)n(C)c(=O)n3C,5
NC(=S)NN=C1CCCC(C(F)(F)F)C1 (stereo not drawn),-1

Quoted at random: 5 records from the list.
Structure,IDE act
CN(C)c1ccc(C=NNC(=S)Nc2ccc(F)cc2)cc1,3
O=C(O)C(SC(C(=O)O)c1ccccc1)c1ccccc1 (stereo not drawn),0
Cc1ccccc1N1CCN(c2ccccc2NC(=O)/C=C\C(=O)O)CC1,-2
Cc1occc1-c1nnc(SC(C)C(=O)Nc2ccccc2F)o1 (stereo not drawn),-1
O=[N+]([O-])c1cccc(C=NNc2ccccc2)c1,5

Further structures follow:
Structure,IDE act
C[C@H]1CN(S(=O)(=O)C(C)(C)C)[C@H](CCO)/C1=C\c1ccccc1,6
CC(=O)c1ccc(OCCCC(=O)OCC(=O)N2CCN(S(=O)(=O)c3ccc(C)cc3C)CC2)cc1,-1
COc1ccc(CNc2cccnc2)c(OC)c1OC,0
COc1ccc(C(=O)OCC(=O)NCC2CCCCC2)cc1F,-1
O=C(Nc1ccc([N+](=O)[O-])cc1NC(=O)c1ccccc1)c1ccccc1,0
COc1ccc(N2CCN(C(=O)C(Cc3ccccc3)NC(=O)c3ccccc3)CC2)cc1 (stereo not drawn),7
O=C(CN1CCN(Cc2cccc(C(F)(F)F)c2)CC1)NCC(=O)Nc1ccc(F)c(F)c1F,6
Cc1cccc(N2CC(C(=O)OCC(=O)c3c(N)n(CC(C)C)c(=O)n(C)c3=O)CC2=O)c1C (stereo not drawn),1
CC1=CC(C)(C)NC(=S)N1c1ccc(Cl)cc1,6
C/C(Nc1ccc(Cl)cc1)=C1/CCOC1=O,2
O=C(O)C1=CCCc2ccc(F)cc21,2
CCCCSc1nc2c([nH]1)c(=S)n(C)c(=O)n2C,6
O=C(Cn1cnc2c(NCc3ccccc3)ncnc21)NCCN1CCOCC1,3
CCOC(=O)C1=CN(Cc2ccco2)S(=O)(=O)N(CC)C1c1ccccc1 (stereo not drawn),4
Clc1ccc2c(NCCNC3CCCCC3)ccnc2c1,7
O=C(Nc1cc(S(=O)(=O)N2CCOCC2)ccc1Cl)c1ccc(=O)[nH]c1,4
CC(C)N(C(=O)[C@H]1C[C@H](CC(=O)NCCc2ccccn2)C(=O)N2CCc3c([nH]c4cc(CCC(=O)N(C)C)ccc34)[C@]12C)C(C)C,2
C=CCOc1ccc(C=CC(=O)c2c(O)c(OC)c(OC)c(OC)c2OC)cc1,3
C[C@@H]1[C@H]2[C@@H]3CC[C@@H](C3)[C@H]2CN[C@H]1c1cn(Cc2ccccc2)c2ccccc12,3
COc1cc(C(=O)N2CCN(S(=O)(=O)c3ccc(Cl)cc3)CC2)ccc1OCC(=O)N1CCOCC1,1
O=C(Nc1cc(Cl)ccc1Cl)N1CCN(C(=O)Nc2cc(Cl)ccc2Cl)CC1,-6
CC1(C)COC(c2ccc3c(c2)OCO3)OC1,2
CCCCCCCCCCCCCCCC[n+]1ccccc1,7&8
CN(Cc1ccccc1)S(=O)(=O)c1ccccc1Br,3
Cc1ccc(O)c(C(=O)c2cnn(C(=O)c3cccc(S(=O)(=O)N(C)C)c3)c2)c1,-1
O=C(Nc1ccc(S(=O)(=O)N2CCCC2)cc1)c1ccc(F)cc1,-1
COc1ccc2nc3ccccc3[n+]([O-])c2c1,7
CS(=O)(=O)c1ccccc1C(=O)N1CCN(S(=O)(=O)c2ccc(C3CCCCC3)cc2)CC1,6
COc1ccc(OC)c2cc3ccccc3cc12,10
O=C(Nc1ccc(S(=O)(=O)NC2=NCCCCC2)cc1)c1cc(F)c(F)cc1Cl,2
CN(CCc1ccccc1)C(=O)c1cccc(NC(=O)Cc2cccc(NC(=O)C3CCCN(C(=O)C4CC4)C3)c2)c1 (stereo not drawn),-3
CN1OC[C@@H]2CN(C(=O)CCc3ccccc3)[C@H](c3cccc(-c4ccc(C#N)cc4)c3)C[C@@H]21,2
Cc1cccc(NC(=O)COC(=O)CC2CCCC2)c1C,4
CCN(C(=O)COC(=O)CNC(=O)c1ccc2ccccc2c1)c1c(N)n(Cc2ccccc2)c(=O)[nH]c1=O,1
Cc1ccc(C(C)C)c(OCC(=O)NNC(=O)C2CSC3(C)CCC(=O)N23)c1 (stereo not drawn),-2
COc1ccc(CCCN2CCC(CN3C(=S)NC[C@@H]3Cc3ccccc3)CC2)cc1OC,3
CCOc1ccc2c(c1)C(=NNC(=O)c1ccccn1)c1cc(OCC)ccc1-2,8
C[C@]12c3[nH]c4cc(-c5ccco5)ccc4c3CCN1C(=O)[C@@H](CC(=O)NCCN1CCOCC1)C[C@@H]2C(=O)N1CCOCC1,0
CC(C)(C)S(=O)(=O)N1Cc2cc(CO)cc(CCO)c2[C@H]1CCO,2
COc1ccc(NC(=O)c2c[nH]c(=O)n(-c3ccc(C)c(C)c3)c2=O)c(OC)c1,8
CC(=O)Nc1ccccc1-c1ccccc1[N+](=O)[O-],-2
C[C@H](O)[C@@H]1C(=O)N2CCc3ccc(N4CCOCC4)cc3[C@@H]2C[C@@H]1N(C)C(=O)C(C)(C)C,-1
Cc1ccc(S(=O)(=O)N2CCN(C(=O)COC(=O)/C=C/c3ccc(C(F)(F)F)cc3)CC2)c(C)c1,-10
CC(C)=N/N=C1/NC(=O)C(c2ccccc2)S1 (stereo not drawn),1
COc1ccc(NS(=O)(=O)c2cccc(C(=O)N/N=C(\C)c3cccnc3)c2)cc1,-1
CC(=O)N(C(C)=O)c1ncn(C)c1S(=O)(=O)Nc1ccccc1,3
CN(C(=O)COC(=O)COc1ccc(N(C)S(=O)(=O)c2ccc(Cl)cc2)cc1)c1ccccc1,4
O=C(C[C@H]1C[C@H](C(=O)N2CCOCC2)[C@@]2(CCC3CCCC3)c3[nH]c4cc(-c5ccco5)ccc4c3CCN2C1=O)NCC12CC3CC(CC(C3)C1)C2,5
CN(C)C(=S)N=c1ssc(=S)n1Cc1ccccc1,3
N#Cc1ccccc1OCC(=O)OCC(=O)NC1CCCCC1,4

Later entries:
Structure,IDE act
O=C1NC(Cc2ccc(O)cc2)c2nc3cc(Cl)ccc3c(=O)n2-c2cc(Cl)ccc21 (stereo not drawn),-2
N#Cc1ccccc1COC(=O)c1ccc2c(c1)OCCO2,6
COCCCNC(=O)C[C@H]1C[C@H](C(=O)N2CCOCC2)[C@@]2(CCC3CCCC3)c3[nH]c4cc(-c5ccco5)ccc4c3CCN2C1=O,5
O=c1oc2ccccc2c(O)c1Sc1c(O)c2ccccc2oc1=O,6
CCOc1ccc(CCN2C(=O)C(=O)N([C@@H](CC(C)C)CN3CCC[C@@H]3CN3C(=O)C(=O)NC[C@@H]3Cc3ccccc3)C[C@@H]2Cc2ccc(O)cc2)cc1,2
CC(=Nc1ccccc1)C1=C(O)C(Cc2ccc(O)cc2)NC1=O (stereo not drawn),1
Cc1cc(CN2CCN(CC(=O)Nc3cc(Cl)ccc3-n3cncn3)CC2)no1,4
NC(=S)NN=C1C=CCCC1,3
Cc1ccc(C(=O)NC(Cc2cccc(C(F)(F)F)c2)C(=O)O)cc1 (stereo not drawn),5
COc1ccccc1-c1cccc([C@@H]2C[C@H]3[C@H](CON3C)CN2S(=O)(=O)c2ccccc2C)c1,1
COc1ccc(CCN(C)C(=O)COC(=O)/C=C/c2ccc(C)o2)cc1OC,6
CNC(=O)c1c(NC(=O)c2ccc3ncsc3c2)sc(C)c1C,1
COc1ccc(-c2noc(CCC(=O)N3CCN(c4ccccc4)CC3)n2)cc1,3
COc1ccc(C(=O)OCC(=O)Nc2cccc(S(=O)(=O)NC3=NCCCCC3)c2)cc1[N+](=O)[O-],-5
COc1ccc(Br)c(C(=O)OCC(=O)N2CCC(Cc3ccccc3)CC2)c1,2
O=C(c1ccc(F)cc1)c1cccc(C(=O)c2ccc(F)cc2)n1,-3
Cc1ccc(NC(=O)Cn2c(C)csc2=O)cc1,4
CN(Cc1cc(Cl)cc(Cl)c1O)Cc1c(O)ccc2ccccc12,5
COc1ccc(C=NNC(=O)NN=Cc2ccc(OC)c(OC)c2)cc1OC,-5
Cc1ccc(S(=O)(=O)Nc2c(C)n(C)n(-c3ccccc3)c2=O)cc1C(=O)NCc1ccco1,3
CN1NC(=O)CC1c1ccccc1 (stereo not drawn),5
O=C1Cc2c([nH]c3ccc(Br)cc23)-c2ccccc2N1,4
COc1cc(C(=O)NC2CCN(C)CC2)ccc1Nc1ncc2c(n1)N(Cc1ccccc1)CCC(=O)N2C,3
Cc1cc(C)n(-c2ccc(C(=O)OC(C)C(=O)Nc3ccc(C(N)=O)cc3)cc2)n1 (stereo not drawn),-1
CN(C(=O)CSc1nc2ccccc2o1)C1CCCCC1,0
O=C(Nc1ccc(C(=O)N2CCCCC2)cc1)C1CCCC1,-4
O=C(Cc1cccc(NC(=O)C2CCN(C(=O)C3CCCCC3)CC2)c1)Nc1cccc(C(=O)N2CCCCC2)c1,1

Not all compounds are listed, so the mix of outcomes need not match the whole.
